Bioassay records (PubChem BioAssay)
ELG1 genotox: induces genotoxicity in HEK293T cells with luciferase-tagged ELG1. HEK293T ELG1-luciferase reporter, luminescence, 16 h. Potency, µM (highest dose often 46 µM), for inactives: at the highest dose activity change, positive = activation, usual class: activators. actives 1.3% (n = 330,000); further: potency means the concentration at half of the fitted maximal effect; % of control where 0% means no effect; nearly all actives have a fitted effect of over 60% in size
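Cells (2,000/well) expressing the ELG1-luciferase fusion are dosed by pin tool and kept 16 hr at 37 °C, 5% CO2. Signal comes from ONE-Glo luciferase reagent after 30 min at room temperature.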
FLuc counter: inhibits or activates purified firefly luciferase, miR-21 counter-screen | P08659 | Potency, µM (titrated, usually from 57.5 µM), inactives show top-dose activity change, negative = inhibition, most hits filed as inhibitors | purified FLuc, Km substrates, luminescence inhibition | actives 6.9% (n = 360,000);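 further: potency means the concentration at half of the fitted maximal effect; plate controls were vehicle for no effect and reference inhibitor for full effect; nearly all actives have a fitted effect of over 55% in size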
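Purified P. pyralis luciferase (10nM final) with 10uM D-luciferin and 10uM ATP (Km levels) in 50mM Tris acetate pH 7.5, 10mM Mg acetate, 0.01% Tween-20, 0.05% BSA; qHTS 6-point titration, ~60 µM downward; luminescence read.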
PKM2 activator: activators of human pyruvate kinase M2. purified PKM2, Kinase-Glo ATP luminescence, activation; response scale: 0% is enzyme alone, no compound. Potency, µM (highest dose often 57.5 µM), inactives show at the top dose activation, most hits filed as activators. actives 0.34% (n = 260,000). AID 1631; further: potency means the concentration at half of the fitted maximal effect; on the % scale 0 is the no-effect control and ±100 the full control effect; nearly all actives have a fitted effect of over 55% in size
Target sequence (P14618 whole entry, looked up): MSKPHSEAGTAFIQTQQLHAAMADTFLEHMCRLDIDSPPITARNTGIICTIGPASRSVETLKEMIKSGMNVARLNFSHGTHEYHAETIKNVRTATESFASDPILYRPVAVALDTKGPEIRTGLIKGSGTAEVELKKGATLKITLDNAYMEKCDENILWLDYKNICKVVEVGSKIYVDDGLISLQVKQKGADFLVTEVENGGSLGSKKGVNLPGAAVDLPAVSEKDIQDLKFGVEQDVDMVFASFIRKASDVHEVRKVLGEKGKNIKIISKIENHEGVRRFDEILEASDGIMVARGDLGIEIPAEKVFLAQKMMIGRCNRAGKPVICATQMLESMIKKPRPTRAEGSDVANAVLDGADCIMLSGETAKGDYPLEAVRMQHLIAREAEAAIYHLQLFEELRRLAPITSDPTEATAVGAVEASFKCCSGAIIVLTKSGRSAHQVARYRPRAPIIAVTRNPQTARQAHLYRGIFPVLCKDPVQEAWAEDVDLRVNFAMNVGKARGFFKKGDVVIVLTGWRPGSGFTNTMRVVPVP
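ATP formation by purified human PK-M2, quantified via coupled luciferase luminescence after 1 h at room temperature with 0.1 mM ADP and 0.5 mM PEP final.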
VP16 counter: counter-screen for ROR gamma inhibitors: Gal4-VP16 reporter. Drosophila S2 Gal4-VP16 UAS-luciferase, luminescence, 20 h. Potency, µM (top dose mostly 53.6 µM), without a hit: at the top dose activity, negative = inhibition, actives largely listed as inhibitors. actives 3.5% (n = 310,000). AID 2546;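 further: Gal4-VP16 expression switched on by copper sulfate through the metallothionein promoter; potency means the concentration at half of the fitted maximal effect; on the % scale 0 is the no-effect control and ±100 the full control effect; nearly all actives have a fitted effect of over 50% in size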
p53 reactivation: re-activators of mutant p53 | Potency, µM (doses to about 92.2 µM), without a hit: at the top dose activity change, positive = activation, actives largely listed as activators | actives 0.063% (n = 320,000) | H1299 p53-A138V BP100-luciferase reporter, luminescence, 24 h | AID 504706; further: potency means the concentration at half of the fitted maximal effect; % of control where 0% means no effect; nearly all actives have a fitted effect of over 45% in size
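p53-null H1299 cells stably carrying temperature-sensitive p53-A138V and a BP100-luciferase reporter were pinned with compounds (4-point, 1:5 series) and held 24 hrs at 37 deg C. Luminescence was read 10 min after detection reagent.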
NPC1 prom act: NPC1 promoter activation; actives 2.4% (n = 320,000); Huh7 NPC1 promoter luciferase reporter, 24 h; Potency, µM (titrated, usually from 9.22 µM), inactives show at the highest dose activation, usual class: activators;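 further: potency means the concentration at half of the fitted maximal effect; % of control where 0% means no effect; nearly all actives have a fitted effect of over 60% in size; reporter is driven by a mutant NPC1 promoter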
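In 1536-well qHTS, Huh7 cells harboring an NPC1 promoter–luciferase construct received compound for 24 h; activation was quantified by luminescence following luciferase reagent addition.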
BRCA1 expr up: activators of BRCA1 expression; MCF7-BRCA1-FFLuc reporter, luminescence, 48 h; response scale: scaled: vehicle 0%, 10 µM genistein 100%; Potency, µM (titrated, usually from 46.1 µM), for inactives: at the top dose activation, actives largely listed as activators; actives 1.1% (n = 380,000); AID 624202; further: potency means the concentration at half of the fitted maximal effect; nearly all actives have a fitted effect of over 80% in size; some results filed as inactive show a strong effect at the top dose
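Luminescence from a BRCA1-driven firefly luciferase in MCF7 cells was the read-out, taken 15 min after substrate addition following 48 h compound exposure at 37 °C. Data were normalized to a 10 microM genistein control and DMSO vehicle.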
Rab9 prom act: activators of Rab9 promoter. Huh7 Rab9 promoter-luciferase reporter, luminescence, 24 h. Potency, µM (series often up to 9.22 µM), for inactives: at the highest dose activation, negative = inhibition, actives largely listed as activators. actives 2.8% (n = 320,000); further: potency means the concentration at half of the fitted maximal effect; % of control where 0% means no effect; nearly all actives have a fitted effect of over 60% in size
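Huh7 cells stably carrying a Rab9 promoter-luciferase reporter, 1500 cells per well in OP-MEM I with 10% FBS, treated with compound 24 hours at 37C. Luciferase activity read by luminescence after 10 minutes with Amplite reagent.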
RORgamma inh: blocks mouse ROR gamma transcriptional activity; AID 2551; Drosophila S2 Gal4-RORgamma UAS-luciferase reporter, 20 h; P51450; actives 5.4% (n = 310,000); Potency, µM (titrated, usually from 53.6 µM), without a hit: at the highest dose activity change, negative = inhibition, actives largely listed as inhibitors; further: potency means the concentration at half of the fitted maximal effect; on the % scale 0 is the no-effect control and ±100 the full control effect; nearly all actives have a fitted effect of over 60% in size
Target sequence (P51450 whole entry, looked up, the tested form may be a part): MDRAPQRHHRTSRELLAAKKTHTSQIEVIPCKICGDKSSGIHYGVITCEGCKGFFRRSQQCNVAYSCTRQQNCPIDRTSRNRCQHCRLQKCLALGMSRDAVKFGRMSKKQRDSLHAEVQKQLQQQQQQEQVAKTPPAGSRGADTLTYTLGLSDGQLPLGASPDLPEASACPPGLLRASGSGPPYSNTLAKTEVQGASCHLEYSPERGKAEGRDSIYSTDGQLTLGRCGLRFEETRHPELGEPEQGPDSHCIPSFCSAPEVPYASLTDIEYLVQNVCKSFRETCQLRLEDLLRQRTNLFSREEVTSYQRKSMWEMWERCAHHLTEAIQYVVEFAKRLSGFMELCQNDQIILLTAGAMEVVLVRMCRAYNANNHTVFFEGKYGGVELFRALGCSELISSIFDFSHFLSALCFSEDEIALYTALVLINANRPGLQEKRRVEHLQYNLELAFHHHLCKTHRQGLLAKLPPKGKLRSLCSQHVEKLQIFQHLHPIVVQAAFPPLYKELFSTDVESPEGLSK
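ROR gamma transcriptional activity was tracked as Gal4-UAS luciferase output in stably transfected Drosophila Schneider cells, with compound added 1 hr before 700 uM copper sulfate induction and a 20 hr ambient-temperature incubation.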
Menin-MLL TR inh: displaces Texas Red mutant MLL peptide from human menin; O00255; actives 0.23% (n = 270,000); Menin + Texas Red MLL mutant peptide, fluorescence polarization; Potency, µM (titrated, usually from 61.6 µM), without a hit: top-dose FP activity change, negative = inhibition, hits mostly inhibitors; active means well fitted inhibition curve with a large enough effect in the polarisation, with a control signal flat, not every such curve was filed as active; inconclusive means small, poorly fitted or top-dose-only effect, or effect the other way, or a change in a side signal; inactive means no such curve, though single readings can be large or run the other way; the % refers to the polarisation; further: potency means the concentration at half of the fitted maximal effect; % of control where 0% means no effect; many of its hits are not listed in these tables
Giardia kill: Giardia lamblia killing; Giardia lamblia trophozoite viability; activity change, % at 7.66 µM, hits read low; actives 0.15% (n = 340,000); in the data active means activity change below about -80%; inconclusive means between about -30% and that limit;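 further: parasites exposed to compound for two days anaerobically before the ATP read; on the % scale 0 is the no-effect control and ±100 the full control effect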
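Compounds were tested on trophozoites seeded at 100 cells/well and held 48 hrs at 37 deg C anaerobically. An ATP-based luminescent kit measured the remaining live cells.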
The depositor's hits bear a star; ? = inconclusive; nt = not tested or not shown; & = joins results of further samples; [ ] = remark or other dose. Unless noted, the call rests on the fitted dose curve; in most records, active means well fitted curve in the direction sought with a large enough effect; inconclusive means small, poorly fitted or top-dose-only effect, or another doubt; inactive means no such curve, though single readings can be large; an effect the other way counts as inactive or inconclusive. The list is partial; the hit share may differ from the screen's.

Each structure is followed by: FLuc counter	Rab9 prom act	ELG1 genotox	BRCA1 expr up	Menin-MLL TR inh	VP16 counter	p53 reactivation	NPC1 prom act	PKM2 activator	RORgamma inh	Giardia kill
1. COc1ccc2c(c1)C1(Nc3ccccc3-c3nc4ccccc4n31)C(=O)N2C (centres undefined)
  -3%	-10%	-2%	-28%	4%	-8%	-6%	-3%	1%	?	-3
2. CSc1nnc(-c2cnccn2)n1Cc1ccccc1
  5%	0%	1%	-3%	-22%	-4%	-8%	2%	13%	-27%	-5
3. NC(=O)c1nsc(C(=O)N(c2ccccc2)C(C(=O)NC2CCCC2)c2ccncc2)c1N (centres undefined)
  2%	-4%	9%	-19%	nt	-3%	-1%	2%	nt	-23%	3
4. COC(=O)[C@@H]1C[C@@]2(O)[C@H](O)[C@H](O)[C@H](O)C[C@H]2N1Cc1ccc(C(C)(C)C)cc1
  -3%	0%	3%	0%	8%	4%&5%	4%	-1%	-1%&7%	1%&-4%	5
5. COc1ccc(NC(=O)CSc2nnc(-c3ccco3)n2C)cc1
  6%[2.3 µM]	1%	0%	0%	15%	-1%	-3%	-7%	-3%	-18%	4
6. CCCC(=O)Nn1cnc2c(c1=O)C1(CCCC1)Cc1ccccc1-2
  1%	1%	0%	-6%	4%	1%	-4%	0%	-6%	6%	13
7. COC(=O)c1ccc(CNC(=O)N2CCN(S(=O)(=O)c3ccc(C)cc3)CC2)cc1
  -2%	-2%	-15%	-3%	3%	0%	-1%	1%	10%	-10%	-3
8. Cc1ccc(S(=O)(=O)N2CCOCC2)cc1NC(=O)C1CC(=O)N(c2ccc3c(c2)OCCO3)C1 (centres undefined)
  3%	-4%	8%	-7%	nt	nt	-5%	-2%	nt	nt	-4
9. OC1(c2ccccc2)Cc2cccc[n+]2C1c1ccccc1 (centres undefined)
  -1%	-4%	-1%	23%	nt	-3%	7%	-3%	3%	6%	-12
10. CCCc1ccc(OCCNC(=O)c2ccco2)cc1
  ?	28%	?	68%	nt	-29%	-1%	?	1%	?	6
11. Cc1ccc(S(=O)(=O)Nc2ccc(C(=O)NCc3ccncc3)cc2)cc1
  2%	0%	1%	3%	nt	9%	-18%	-2%	6%	18%	30
12. O=C(Nc1cccc(S(=O)(=O)c2cccc(NC(=O)c3ccco3)c2)c1)c1ccco1
  0%	-21%	-12%	-62%	nt	?	-6%	-19%	1%	24%	26
13. Cc1cccc(CNC(=O)c2cc(S(=O)(=O)N3CCOCC3)cn2C)c1
  0%	1%	3%	0%	8%	-4%	6%	0%	12%[0.46 µM]	13%	11
14. COc1ccc(CCNC(=S)NCc2cccs2)cc1OC
  2%	-2%	-4%	-6%	10%	0%	-4%	-1%	-6%	?	-13
15. C/C(=N/Nc1ccc([N+](=O)[O-])cc1)c1ccc(C)cc1C
  ?	21%	3%	-30%	?	-56%	21%	5%	6%	-3%	-1
16. COc1ccc(N(CC(=O)Nc2cc(Cl)ccc2OC)S(=O)(=O)c2c(C)[nH]c(=O)[nH]c2=O)cc1
  4%	9%	-1%[9.26 µM]	-2%	?	7%	4%	7%	nt	-12%	15
17. CCc1nnc(NS(=O)(=O)c2ccc(NC(=S)NC(=O)c3cccnc3)cc2)s1
  ?	-5%	3%	-28%	1%	-3%	2%	-1%	?	-3%	4
18. Cc1cccc2sc(NC(=O)CN3C(=O)C4CC=CCC4C3=O)nc12 (centres undefined)
  -14%	-13%	-1%	-5%	-2%	-13%	-1%	-2%	1%	33%	40[activator]
19. O=c1cc2c(n[nH]1)CCCC2
  -1%	1%	-2%	-8%	1%	-4%	-16%	2%	0%	-15%	-7
20. CC1=C(C(=O)OCc2ccc3c(c2)OCO3)C(c2cccc([N+](=O)[O-])c2)NC(=O)N1 (centres undefined)
  0%	-5%	-10%	-7%	-8%	-12%	-3%	6%	nt	16%	-3
21. Cc1cc(F)ccc1S(=O)(=O)Nc1ccccc1C(=O)Nc1ccc2[nH]c(=O)[nH]c2c1
  -2%	nt	nt	-24%	?	-3%	nt	nt	4%	8%	-2
22. C/C(=N/NC(=O)CN1CCN(S(=O)(=O)c2ccc(C)cc2)CC1)c1ccco1
  5%	0%	0%	-18%	nt	-2%	0%	-3%	-1%	14%	-19
23. Cc1ccc(S(=O)(=O)N2CCN(C(=O)Cc3ccc4c(c3)OCCO4)CC2)cc1C
  0%	0%	2%	-35%	-5%	-8%	2%	-1%	3.2µM*	?	6
24. O=C(CSc1nc(=O)n(CCCN2CCOCC2)c2c1CCC2)Nc1ccc(F)cc1F
  -2%	1%	-2%	-8%	nt	nt	-8%	0%	nt	nt	-2
25. O=C1CCC(C(=O)N2CCC(O)CC2)CN1CCc1ccc(Cl)cc1 (centres undefined)
  5%	-2%	6%	-5%	nt	-8%	?	0%	-7%	-21%	-1
26. CCOc1ccc(Nc2nc(-c3sc(N)nc3C)cs2)cc1
  15µM*	26%	10%	42%	?	?	-1%	?	2%	21%	13
27. CC(C)(C)c1ccccc1NC(=O)Cn1cnc2cc([N+](=O)[O-])ccc2c1=O
  6%	-8%	-5%	-8%	?	6%	-2%	-4%	17%	-14%	-13
28. CC(=O)NC1=NN(C(C)=O)C(C)(CS(=O)(=O)c2ccc(Cl)cc2)S1 (centres undefined)
  0%	-5%	0%	-1%	-2%	-7%	4%	-1%	1%	52%	-5
29. COc1ccc2sc(N(CCCN(C)C)C(=O)c3nc4ccccc4s3)nc2c1
  -11%	12%	4%	19%	-9%	-5%	23%	0%	8%	-1%	-10
30. COc1ccc(C2=C(N)c3ccccc3C2=O)cc1
  11µM*	4.5µM*	13µM*	?	2%	4%	?	4.5µM*	7%	23%	-19
31. O=C(CCc1ccccc1)Nc1ccccc1C(=O)NCc1ccco1
  -4%	-3%	-4%	3%	-2%	4%	6%	-3%	-1%	?	6
32. CCNC(=O)CSc1nc2ccccc2c(=O)n1CCCOC(C)C
  -1%	-4%	2%	0%	-3%	-1%	-1%	-2%	-4%	5%	-9
33. COc1ccc(C(=O)NCC(=O)N2CCCC(C)C2)cc1OC (centres undefined)
  -4%	-2%	1%	-23%	-1%	-1%	1%	-2%	-4%	13%	2
34. CCOc1ccc(N2CC(O)=C(c3ccccc3)C2=N)cc1
  -3%	-5%	-2%	-19%	5%	-10%	2%	-4%	-1%	-27%	-22
35. C=C(C)c1cccc(C(C)(C)NC(=O)N2CCN(c3ccccn3)CC2)c1
  0%	4%	-3%	6%	-7%	-5%	-7%	2%	-5%	17%	14
36. C/C(=N\Nc1cc(C)nc(NCc2ccccc2)n1)c1cccc([N+](=O)[O-])c1
  12µM*	-5%	-2%	-9%	nt	4%	-2%	1%	-1%	-17%	-1
37. C/C(=N\OC(=O)c1ccc(C)cc1)c1c(C)nc2cc(C)ccn12
  0%	-3%	-4%	-6%	-1%	0%	-2%	-3%	5%	-25%	13
38. O=C(O)c1ccc(-c2sc(Nc3ccccc3)n[n+]2-c2ccccc2)cc1
  ?	1%	6%	0%	0%	-3%	15%	2%	3%	-3%	17
39. CN(C)C(CNC(=O)c1cc(S(=O)(=O)N(C)c2ccccc2)ccc1Cl)c1ccccc1 (centres undefined)
  3%	-2%	-4%	-13%	nt	7%	0%	-6%	-5%	23%	3
40. CN(C)S(=O)(=O)c1cccc(NC(=O)c2ccc3c(c2)S(=O)(=O)N=C2CCCCCN23)c1
  1%	-5%	2%	nt	nt	nt	-5%	-1%	nt	nt	nt
41. CC1CCCCC12NC(=O)N(CC(=O)OCc1ccccc1Cl)C2=O (centres undefined)
  1%	-8%	-1%	-3%	nt	nt	0%	0%	nt	nt	-4
42. Cc1ccccc1NC(=O)COC(=O)Cc1ccsc1
  -3%	11%	0%	20%	-13%	1%	-4%	-1%	nt	20%	15
43. Cc1cc(C)c(C)c(S(=O)(=O)N2CCC(C(=O)N3CCCCCCC3)CC2)c1C
  -1%	5%	-13%	0%	?	-3%	-1%	0%	1%	7%	-11
44. CCOc1ccc(C2NC(=O)c3ccccc3O2)cc1 (centres undefined)
  ?	9%	5%	-14%	7%	10%	2%	0%	6%	24%	1
45. CN1CCN(C(=O)c2cc3cc(Cl)ccc3[nH]2)CC1
  2%	3%	8%	20%	11%&-8%	7%&-10%	15%	3%	1%[11.5 µM]	14%&6%	-8
46. COc1ccc(CC2(CO)CCN(Cc3nc(C(C)C)cs3)CC2)cc1
  0%	-22%	-7%	2%	-16%	?	-1%	-20%	0%	-12%	-15
47. CC1CCCCN1C(=O)Nc1cccc(Cl)c1 (centres undefined)
  ?	6%	-1%	25%	3%	-26%	18%	2%	-4%	?	-13
48. CC(=O)c1ccc(NC(=O)C2CCN(S(=O)(=O)c3cccnc3)CC2)cc1
  -1%	-1%	2%	-2%	nt	3%	14%	-1%	nt	0%	29
